Source: PubChem BioAssay
MLL CXXC-DNA inh = qHTS Fluorescence Polarization Assay for Inhibitors of MLL CXXC domain - DNA interaction. Histone-lysine N-methyltransferase 2A (Homo sapiens), Q03164. MLL-CXXC / FITC-HOXA9 DNA fluorescence polarization. Potency, µM (doses to about 115 µM), without a hit: at the highest dose activity change, negative = inhibition, hits mostly inhibitors. 290,000 tested, 0.037% active; active = well fitted inhibition curve with a large enough effect in the polarisation, with a control signal flat, not every such curve was filed as active; inconclusive = small, poorly fitted or top-dose-only effect, or effect the other way, or a change in a side signal; inactive = no such curve, though single readings can be large or run the other way; the % refers to the polarisation; also: potency is read from the fitted curve at half-maximal effect
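Fluorescence polarization: 7 uM MLL-CXXC (stock) preincubated 5 min with compounds, then 50 nM fluorescein-HOX-A9 DNA (stock) added; 30 min ambient. Buffer 50 mM Tris-HCl pH 7.5, 50 mM NaCl, 1 mM DTT, 0.05% BSA.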
TRPV1 ag = HTS Assay for Compounds that Act as Agonists of the Vanilloid Receptor 1; activation, % at 8.33 µM; AID 540275, 2011; TRPV1-expressing cells, Fluo-8 calcium influx, agonist mode; 320,000 tested, 0.19% active; in the data active = activation above about 80%; inconclusive = between about 30% and that limit; also: 0% is about no effect
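Fluo-8 calcium influx in TRPV1-expressing cells, kinetic read (ex 480/em 520 nm). Compound added and read 3 min for agonist activity, followed by capsaicin at EC20 final and 2 min further read for enhancement.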
B2AR arrestin = qHTS assay of beta-arrestin-biased ligands of beta2-adrenergic receptor; Beta-2 adrenergic receptor (Homo sapiens), P07550; beta-arrestin recruitment to beta2AR, cell-based reporter; Potency, µM (top dose mostly 46.1 µM), for the others: top-dose activation, most hits filed as activators; 330,000 tested, 0.02% active; AID 492947, 2010;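 also: potency is read from the fitted curve at half-maximal effect; 0% = DMSO controls and full agonism = EC100 isoproterenol or metaproterenol; nearly all actives have a fitted effect of over 65% in size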
Target sequence (P07550 whole entry, looked up): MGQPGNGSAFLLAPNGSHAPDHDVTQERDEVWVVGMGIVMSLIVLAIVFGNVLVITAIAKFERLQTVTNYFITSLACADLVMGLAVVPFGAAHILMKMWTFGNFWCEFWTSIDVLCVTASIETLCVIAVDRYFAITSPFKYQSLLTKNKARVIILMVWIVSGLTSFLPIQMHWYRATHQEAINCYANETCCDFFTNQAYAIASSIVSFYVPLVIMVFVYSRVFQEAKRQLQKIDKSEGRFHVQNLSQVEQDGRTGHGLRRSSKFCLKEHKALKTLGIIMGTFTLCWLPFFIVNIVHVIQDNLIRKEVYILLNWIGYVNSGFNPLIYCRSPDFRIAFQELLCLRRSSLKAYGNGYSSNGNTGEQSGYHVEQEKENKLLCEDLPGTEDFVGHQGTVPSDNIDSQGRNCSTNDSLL
PTAP TSG101 blk = qHTS Assay for Iinhibitors of HIV-1 Budding by Blocking the Interaction of PTAP/TSG101; Tumor susceptibility gene 101 protein (Homo sapiens), Q99816; Fluorescence polarization, FITC-PTAP peptide / Tsg101 binding; Potency, µM (highest dose often 115 µM), without a hit: at the top dose activity change, negative = inhibition, most hits filed as inhibitors; 340,000 tested, under 10 active; AID 493005, 2010; active = well fitted inhibition curve with a large enough effect in the main read-out, with a control signal flat, not every such curve was filed as active; inconclusive = small, poorly fitted or top-dose-only effect, or effect the other way, or a change in a side signal; inactive = no such curve, though single readings can be large or run the other way; also: potency is read from the fitted curve at half-maximal effect; % of control where 0% means no effect
Target sequence (Q99816 whole entry, looked up): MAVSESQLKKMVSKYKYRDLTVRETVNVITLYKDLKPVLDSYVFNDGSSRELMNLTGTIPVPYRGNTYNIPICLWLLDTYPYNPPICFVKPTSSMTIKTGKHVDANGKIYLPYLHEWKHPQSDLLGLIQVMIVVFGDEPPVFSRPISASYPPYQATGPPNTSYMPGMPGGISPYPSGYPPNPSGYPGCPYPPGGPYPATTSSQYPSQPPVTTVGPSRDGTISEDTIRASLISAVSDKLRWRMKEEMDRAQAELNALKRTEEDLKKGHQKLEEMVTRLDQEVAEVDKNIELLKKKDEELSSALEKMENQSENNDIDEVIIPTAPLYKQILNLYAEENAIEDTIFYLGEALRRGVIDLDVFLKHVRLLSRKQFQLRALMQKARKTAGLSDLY
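Fluorescence polarization binding of Tsg101 binding domain (10 uM final) to FITC-labeled PTAP peptide (50 nM final) in HEPES pH 7.5 buffer with NaCl, Tween 20, EDTA, TCEP. Compounds added before peptide; binding 20 min at RT.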
AT treatment = qHTS Assay for Identifying a Potential Treatment of Ataxia-Telangiectasia | […] A-T fibroblasts, KAP-1 phosphorylation AlphaLISA; neocarzinostatin DNA damage 30 min before lysis | Potency, µM (series often up to 57.5 µM), without a hit: at the top dose activation, actives largely listed as activators | 320,000 tested, 0.19% active; also: potency is read from the fitted curve at half-maximal effect; % of control where 0% means no effect; nearly all actives have a fitted effect of over 45% in size
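ATM-like activity read as KAP-1 phosphorylation via AlphaLISA donor/acceptor antibody pairs after lysis and 6 hr at 25C. Cells were ATM-null patient fibroblasts ([…], hTERT), dosed 60 min, then exposed to the DSB inducer NCS for 30 min.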
ELG1 DNA repair = qHTS screen for small molecules that inhibit ELG1-dependent DNA repair in human embryonic kidney (HEK293T) cells expressing luciferase-tagged ELG1. HEK293T ELG1-luciferase reporter, luminescence, 16 h; DNA damage induced by 5-fluorouridine. Potency, µM (highest dose often 46.1 µM), for inactives: at the top dose activity change, negative = inhibition, hits mostly inhibitors. 330,000 tested, 2.3% active. AID 504467, 2011; also: potency is read from the fitted curve at half-maximal effect; % is scaled to controls: 0 for no effect and ±100 for the full control effect; nearly all actives have a fitted effect of over 55% in size
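Overnight (16 hr) co-exposure of 2,000 cells/well to 5-fluorouridine and compound at 37 °C preceded detection. Luciferase was quantified via ONE-Glo luminescence; loss of signal denotes inhibition.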
TCR act = Activators of T cell receptors: qHTS campaign; Potency, µM (highest dose often 9.22 µM), inactives show at the top dose activation of IL-2 secretion, most hits filed as activators; AID 504894, 2011; 330,000 tested, under 10 active; primary human leukocytes, anti-CD3, IL-2 HTRF, 48 h; also: % of control where 0% means no effect
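TCR engagement came from a-CD3 beads alone, with compounds added to primary human leukocytes for 48 hr. Secreted IL-2 bridged europium cryptate- and d2-labelled anti-IL-2 antibodies, giving FRET emission at 665nm after 320nm excitation.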
a7 integrin act = qHTS for Activators of Integrin-Mediated Alleviation for Muscular Dystrophy; Potency, µM (series often up to 38.3 µM), without a hit: top-dose activation, actives largely listed as activators; 350,000 tested, 0.064% active; alpha7betagal myoblasts, beta-gal FDG fluorescence, 48 h;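 also: potency is read from the fitted curve at half-maximal effect; 100% = response of the positive control SU9516; nearly all actives have a fitted effect of over 60% in size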
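Alpha7betagal+/- myoblasts (passage 13) were plated 16-24 hr, then exposed to compounds (1:260 dilution of DMSO stock) for 48 hours at 37C. After MPER lysis, β-galactosidase reporter activity was read as FDG fluorescence (ex 480/em 540) after 30 minutes.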
BRCA1 expr up = qHTS Assay to Identify Small Molecule Activators of BRCA1 Expression. 380,000 tested, 1.1% active. Potency, µM (top dose mostly 46.1 µM), inactives show at the highest dose activation, most hits filed as activators. MCF7-BRCA1-FFLuc reporter, luminescence, 48 h; response scale: scaled: vehicle 0%, 10 µM genistein 100%. AID 624202, 2012; also: potency is read from the fitted curve at half-maximal effect; nearly all actives have a fitted effect of over 80% in size; some results filed as inactive show a strong effect at the top dose
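Using MCF7 cells harboring a BRCA1 firefly luciferase reporter, plated 2 h before compound pinning, the screen measured luminescence after 48 h incubation. Responses were normalized to DMSO and 10 microM genistein, then fitted for concentration-effect.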
p53 reactivator = qHTS assay for re-activators of p53 using a Luc reporter; H1299 p53-A138V BP100-luciferase reporter, luminescence, 24 h; Potency, µM (doses to about 92.2 µM), without a hit: at the top dose activity change, positive = activation, actives largely listed as activators; 320,000 tested, 0.063% active; AID 504706, 2011; also: potency is read from the fitted curve at half-maximal effect; % of control where 0% means no effect; nearly all actives have a fitted effect of over 45% in size
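p53-null H1299 cells stably carrying temperature-sensitive p53-A138V and a BP100-luciferase reporter were pinned with compounds (4-point, 1:5 series) and held 24 hrs at 37 deg C. Luminescence was read 10 min after detection reagent.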
* marks the source's active call; other numbers are inactive results; u = inconclusive; x = no result given; [ ] = dose if it differs, or a comment. Unless noted, calls follow the shape of the dose curve; as a rule, active = well fitted curve in the direction sought with a large enough effect; inconclusive = small, poorly fitted or top-dose-only effect, or another doubt; inactive = no such curve, though single readings can be large; an effect the other way counts as inactive or inconclusive.

Preview, four compounds:
cpd | smiles | MLL CXXC-DNA inh | TRPV1 ag | B2AR arrestin | PTAP TSG101 blk | AT treatment | ELG1 DNA repair | TCR act | a7 integrin act | BRCA1 expr up | p53 reactivator
1 | COCCN(CCOC)c1ncc(Cl)c(C(=O)c2c(C)cc3ccccn23)n1 | -5% | 18 | 0.1% | 1% | 5% | u | 2% | 1% | 0% | 2%
2 | CCN(C(=O)CSc1nc2ccccc2[nH]1)C1CCS(=O)(=O)C1 (configuration not stated) | x | x | -0.3% | -3% | 9% | 18% | x | -4% | 5% | -2%
3 | O=C(NC1CCN(Cc2ccccc2)CC1)c1ccccc1F | 10% | 2 | -0.3% | -2% | 2% | -1% | -2% | 4% | 0% | 3%
4 | CCOC(=O)C1(Cc2cccc(OC)c2)CCCN(CCO)C1 (configuration not stated) | -6% | -5 | -0.6% | -5% | 2% | 7% | 6% | 6% | 3% | -9%

The listing (from the top)
cpd | smiles | MLL CXXC-DNA inh | TRPV1 ag | B2AR arrestin | PTAP TSG101 blk | AT treatment | ELG1 DNA repair | TCR act | a7 integrin act | BRCA1 expr up | p53 reactivator
1 | COCCN(CCOC)c1ncc(Cl)c(C(=O)c2c(C)cc3ccccn23)n1 | -5% | 18 | 0.1% | 1% | 5% | u | 2% | 1% | 0% | 2%
2 | CCN(C(=O)CSc1nc2ccccc2[nH]1)C1CCS(=O)(=O)C1 (configuration not stated) | x | x | -0.3% | -3% | 9% | 18% | x | -4% | 5% | -2%
3 | O=C(NC1CCN(Cc2ccccc2)CC1)c1ccccc1F | 10% | 2 | -0.3% | -2% | 2% | -1% | -2% | 4% | 0% | 3%
4 | CCOC(=O)C1(Cc2cccc(OC)c2)CCCN(CCO)C1 (configuration not stated) | -6% | -5 | -0.6% | -5% | 2% | 7% | 6% | 6% | 3% | -9%
5 | CCOC(=O)N1CCN(CC(O)COC(CC)c2ccccc2)CC1 (configuration not stated) | 8% | -2 | -4.1% | -2% | 2% | -1% | 0% | -2% | -16% | -5%
6 | COc1ccc(C2/C=C\CN(C(=O)NC(C)C)CC(=O)N2Cc2ccc(F)cc2)cc1 (configuration not stated) | -1% | 23 | -0.4% | 1% | -26% | 1% | 12% | 15% | 3% | 2%
7 | CCOC(=O)c1[nH]c2ccccc2c1NC(=O)CCN1CCN(C(=O)OCC)CC1 | 15% | -2 | -0.4% | -3% | 9% | 4% | -20% | -16% | -5% | -12%
8 | CC(C)(C)NC(=O)CCc1nnc(Cc2c[nH]c3ccccc23)o1 | 0% | 5 | 0.0% | -5% | 19%[11.5 µM] | -9% | 6% | 12% | 14% | 4%
9 | CC(C)c1ccc(-c2nnc(N)s2)cc1 | 1% | -5 | 0.5% | 4% | 0% | u | -4%[46.1 µM] | 6% | u | u
10 | O=C(Cc1ccccc1)NC(c1ccco1)c1c(O)ccc2ccccc12 (configuration not stated) | 0% | 3 | 3.5% | -1% | -2% | -3% | 1% | -25% | -28% | -1%
11 | Cc1ccc(C(=O)CCS(=O)(=O)c2ccc(Cl)cc2)cc1 | u | 8 | -1.0% | -4% | 4% | -2% | 4% | -60%[inhibitor] | -23% | -33%[inhibitor]
12 | O=C(O)C1CC=C(Cl)CC1C(=O)NC1CCCCC1 (configuration not stated) | 9% | -2 | -0.5% | -1% | -1% | u | -1% | -1% | 15% | 18%
13 | COc1cc(/C=C2\OC(=O)c3c(OC)cccc32)ccc1O | -15% | u | -0.2% | 2% | 4% | u | -5% | -20% | u | 6%
14 | CN(C)C(N)=NCCC[C@H](N)C(=O)O | -6% | x | x | -3% | x | x | -5% | x | 15% | x
15 | CCOc1ccc(N=Nc2ccc(O)c3ncccc23)cc1 | 10% | -1 | -0.6% | -5% | -17% | u | -1% | 37% | -82% | 2%
16 | COC(=O)c1[nH]c2ccc(F)cc2c1NC(=O)CCN1CCN(Cc2ccc3c(c2)OCO3)CC1 | 3% | 2 | 0.0% | -5% | -2% | -22% | -23% | -34% | -25% | 0%
17 | CCOC(=O)c1cccc(P(C)(C)=O)c1 | -3% | 3 | -0.3% | -4% | 7% | 16% | 4%[46.1 µM] | 2% | 1% | -2%
18 | CC(C)Cn1cnc2c(c1=O)c1nc3ccccc3nc1n2Cc1ccc2c(c1)OCO2 | 22% | 8 | -0.2% | x | x | 1% | x | x | x | -9%
19 | COc1cc(Cl)c(C)cc1NC(=O)CNC(C)c1ccccc1OC (configuration not stated) | 5% | 6 | -0.3% | -13% | 22% | u | 1% | -10% | -37% | -4%
20 | CCOc1ccccc1-n1c(SCC(N)=O)nnc1-c1ccccc1 | 2% | -2 | -1.1% | 1% | 13% | 7% | 1% | 20% | 3% | -4%
21 | COc1ccc(CCNC(=S)NC(=O)c2c(-c3ccccc3Cl)noc2C)cc1OC | 6% | 7 | -0.3% | 0% | 6% | -16% | 4% | 4% | 0% | -4%
22 | COc1ccc(C(=O)OCC(=O)Nc2cc(C)on2)c(OC)c1OC | 0% | 2 | -1.1% | 1% | -3% | 10% | -4% | 0% | -2% | 1%
23 | CCCNc1c(NS(=O)(=O)c2c(F)c(F)c(F)c(F)c2F)c(=O)oc2ccccc12 | 6% | 8 | 0.3% | 0% | -8% | -13% | -4% | -56% | -2% | -5%
24 | CCN(CC(=O)Nc1c(F)cccc1F)C(=O)CCNC(=O)c1ccc([N+](=O)[O-])cc1 | x | 2 | -0.2% | -1% | 1% | 10% | 3% | -8% | 1% | 3%
25 | COC(=O)Nc1nnc(/C=C/c2ccc(OC)cc2)s1 | 0% | 21 | 0.4% | 0% | x | u | 0%[46.1 µM] | 1% | 11µM* | 20%
26 | O=C(CNC(=O)c1ccccc1)NCCc1ccc(O)c(O)c1 | -14% | 1 | 0.1% | x | 0% | -4% | x | x | x | 11%
27 | COc1cc(/C=N/NC(N)=O)ccc1OC(=O)c1ccc(C)cc1 | 53%[activator] | 0 | 0.3% | x | -5% | -1% | x | x | x | 21%
28 | COc1ccccc1C(=O)Nc1ccc(-c2nnc(SCC(=O)O)n2C)cc1 | 4% | 0 | -0.1% | -2% | 1% | 6% | 6% | 19% | 1% | -5%
29 | CCC(C)(C)C(=O)O | x | 3 | -0.3% | 1% | -11% | 26% | 0% | x | -10% | 6%
30 | CCOC(=O)c1ccc(NC(=S)N2CCN(CCNC3=CC(=O)CC(C)(C)C3)CC2)cc1 | -2% | -1 | 0.3% | 0% | 3% | -1% | 4% | 8% | 0% | -4%

cpd | smiles | MLL CXXC-DNA inh | TRPV1 ag | B2AR arrestin | PTAP TSG101 blk | AT treatment | ELG1 DNA repair | TCR act | a7 integrin act | BRCA1 expr up | p53 reactivator
31 | CCOc1ccc(NC(=O)CN(C)CC(=O)Nc2ccccc2C#N)cc1OCC | -7% | 4 | -0.1% | 1% | 2% | u | 4% | -13% | -4% | -7%
32 | CC(=O)c1ccc(Nc2cc(C)nc3ncnn23)cc1 | 8% | 2 | -1.2% | -2% | 9% | 13% | x | 11% | -8% | x
33 | O=C(O)/C=C/C(=O)NCc1cn(-c2ccccc2)nc1-c1cccc(Br)c1 | 5% | 4 | 0.2% | -9% | 0% | 11% | -5% | 17% | -1% | 1%
34 | COc1cccc(OC)c1CN1CCCC(C(=O)c2ccccc2SC)C1 (configuration not stated) | -5% | 13 | 0.3% | -5% | 11%[11.5 µM] | -17% | 3% | -26% | -27% | 0%
35 | CCCC(Oc1ccc(Br)cc1)c1nc2c3cc(OC)c(OC)cc3nc(=S)n2[nH]1 (configuration not stated) | -15% | 8 | -0.1% | 0% | 1% | -27% | -53% | 4% | -82%[inhibitor] | -1%
36 | CN(C)CCNC(=S)Nc1ccc(F)c(F)c1F | u | 0 | -0.2% | -4% | -4% | 5% | -1% | x | -12% | 12%
37 | CCN1CCCC1Cn1cnc2c([nH]c3cc(OC)ccc32)c1=O (configuration not stated) | 5% | 0 | 0.1% | -2% | 4% | -7% | -4% | 6% | 10% | 3%
38 | O=C1Nc2ccccc2C12OC1CCCCC1O2 (configuration not stated) | 1% | 0 | -0.1% | -4% | -2% | -3% | x | -3% | -2% | -3%
39 | CCOC(=O)COc1ccc2c(C#N)c3ccccn3c2c1 | 14% | 11 | 0.0% | 0% | 21% | -3% | -7% | 0% | -3% | -4%
40 | Cc1ccc(/C=C/C(=O)Nc2cc(C)on2)cc1 | 1% | 1 | -0.7% | 1% | 4% | u | 2% | 6% | u | u
